SSB-PriA inh: inhibitors of Klebsiella pneumoniae PriA binding to SSB C-terminal tail; AlphaScreen SSBct-PriA binding, biotinylated peptide; inhibition, % at 33 µM; hit rate 0.6% among 430,000; AID 1272365; in the data active means inhibition mostly above about 37%, no sharp cut-off; inactive means mostly below about 20%;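 further: plate controls were negative control peptide for no effect and reference peptide for full effect; strong numbers were not always called active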
Numbers without * were called inactive; i = inactive; & = joins results of further samples.

SMILES	SSB-PriA inh
CC(=NNC(=O)c1cc(-c2ccc(Br)s2)[nH]n1)c1ccco1	6
CCC(C)(C)c1ccc(OCCCCSc2nc3ccccc3[nH]2)c(C(C)(C)CC)c1	-5&-4
COC(=O)c1ccc(C(=O)N2CCC(S(=O)(=O)c3nncn3C)CC2)cc1	-19
CC(C)C(CC(=O)O)NS(=O)(=O)c1ccc(F)cc1 (configuration not stated)	-5
O=C1CC(c2nc(-c3cccc(C(F)(F)F)c3)no2)CN1c1ccc(Cl)cc1 (configuration not stated)	-2
Cc1ccc(-c2csc(NC(=O)c3ccc(C(=O)Nc4nc(-c5ccc(C)o5)cs4)s3)n2)o1	-9
O=C(NCCn1nc(-c2ccco2)n(C2CC2)c1=O)c1cc(-c2cccs2)on1	-4
CCOc1cc(C=NNC(=O)c2ccc(C)nc2)cc([N+](=O)[O-])c1O	-11
NC(=O)c1ccsc1NC(=O)c1ccno1	-2
COc1ccccc1NC(=O)C1CN(C(=O)c2c[nH]c3ccccc23)C1	-13
CCN(CC)Cc1c(C(=O)NN=Cc2ccco2)nnn1-c1nonc1N	-6
CCOc1ccc(-c2cc(=O)n(CC(=O)NCC3CCCO3)cn2)cc1 (configuration not stated)	5
CC(=O)N(N=C1Sc2ccccc2C1=O)c1cccc(C)c1	-8
Cc1ccc(/C=N/N=C2SCC(=O)N2CC2CC2)cc1	i
O=C(Nc1ccc2c(c1)N(C(=O)c1cccs1)CCC2)c1cccc(C(F)(F)F)c1	-15
Cc1cc(NC(=O)c2ccc3ccccc3c2)n(-c2nc3c(cnn3-c3cccc(C)c3C)c(=O)[nH]2)n1	-13
CC(C)N(C(=O)Cn1cc(SCC(=O)Nc2ccccc2)c2ccccc21)C(C)C	-13
O=C(c1ccc(Cl)s1)N1CCN(c2cc3c(nn2)CCCC3)CC1	2
O=C(NCc1cccs1)C1CCN(c2ccc(-c3ccc(F)cc3)nn2)CC1	0
O=C(Nc1ccc(N2CCOCC2)cc1)c1ccccc1Br	-6
COc1cccc(OCC(=O)Nc2ccc3nc(C)n(-c4ccc(Cl)cc4)c(=O)c3c2)c1	7
CC(=O)c1c(C)oc2c(Cl)cc(NS(=O)(=O)c3cc(C)c(C)cc3C)cc12	-2
COc1cc(NC(=O)CSc2nccn3nc(-c4ccc(Cl)cc4)cc23)cc(OC)c1	3
CCOC(=O)c1c(NC(=O)c2ccc(S(=O)(=O)N(CC)CC)cc2)sc(C)c1C	0
Cc1cc(NC(=O)c2c[nH]c(=O)n(C)c2=O)no1	-12
O=S(=O)(c1ccc2c(c1)OCCO2)N1C2CCC1COC2	-13
CCc1cccc2sc(N(Cc3ccccn3)C(=O)c3cccc(N4C(=O)CCC4=O)c3)nc12	-3
NC(=O)NN=Cc1ccccc1OC(=O)c1cc2ccccc2oc1=O	-3
OC(COc1ccc(Br)cc1)CSc1ccccn1 (configuration not stated)	-30
O=S(=O)(Nc1ccc(O)cc1)c1ccc(Cl)cc1	-10
C[C@](O)(CNS(=O)(=O)c1ccc2c(c1)OCCO2)c1cc2ccccc2o1	-1
Fc1ccc(-c2csc3ncnc(Sc4ccc(Cl)cc4)c23)cc1	-8
Nc1[nH]nc2nc(-c3ccccn3)ccc12	94*
COc1ccc(Cl)cc1NC(=O)Cn1cc(OC)c(=O)cc1CN1CCN(C(C)=O)CC1	1
CCC(C)c1ccc(OCCn2cc(C=NNC(=O)CSc3nnc(C)s3)c3ccccc32)cc1 (configuration not stated)	-2
Cc1cc(NC(=O)[C@H]2CCc3nc[nH]c3C2)no1	-15
OC(CN1CCN(Cc2cccnc2)CC1)c1cccs1 (configuration not stated)	1
Cc1cc(=O)[nH]c(NN=Cc2ccco2)n1	-7
CONC(=O)CCc1ccc(-n2nc(C)cc2C)cc1	-7
COc1ccc(OC)c(S(=O)(=O)NCC(c2cccs2)N(C)C)c1 (configuration not stated)	-3
O=C(Cc1ccc([N+](=O)[O-])cc1)NN=Cc1ccccc1F	7
Cc1cccn2cc(-c3cccc(NC(=O)c4c[nH]c(=O)n(Cc5ccco5)c4=O)c3)nc12	-6
O=C(CC1CCCCN1S(=O)(=O)c1ccccc1)Nc1ccc2c(c1)OCCO2 (configuration not stated)	26
CCN1CCN(S(=O)(=O)CCNC(=O)Cc2cccs2)CC1	-21&-13
CC(/C=C/c1ccccc1)=NNC(=O)c1cc([N+](=O)[O-])cc([N+](=O)[O-])c1	-13
CSc1ncccc1C(=O)N1CCc2nc3ccc(Cl)cn3c(=O)c2C1	-16
Cc1cc(C(F)(F)F)c(C#N)c(SCCCC(=O)c2ccc(F)cc2)n1	-23
O=C1C[C@H](c2nc(-c3ccc(C(F)(F)F)cc3)no2)CN1c1ccc2c(c1)OCCO2	1
COc1ccc(Cc2nc3ccccc3[nH]2)cc1	-7
N#Cc1cccnc1OC1CCN(C(=O)c2ccc(OC(F)(F)F)cc2)CC1	6

Reformatted as a markdown table: entries from further up.
| smiles | SSB-PriA inh |
| --- | --- |
| CCc1cccc2sc(N(Cc3ccccn3)C(=O)c3cccc(N4C(=O)CCC4=O)c3)nc12 | -3 |
| NC(=O)NN=Cc1ccccc1OC(=O)c1cc2ccccc2oc1=O | -3 |
| OC(COc1ccc(Br)cc1)CSc1ccccn1 (configuration not stated) | -30 |
| O=S(=O)(Nc1ccc(O)cc1)c1ccc(Cl)cc1 | -10 |
| C[C@](O)(CNS(=O)(=O)c1ccc2c(c1)OCCO2)c1cc2ccccc2o1 | -1 |
| Fc1ccc(-c2csc3ncnc(Sc4ccc(Cl)cc4)c23)cc1 | -8 |
| Nc1[nH]nc2nc(-c3ccccn3)ccc12 | 94* |
| COc1ccc(Cl)cc1NC(=O)Cn1cc(OC)c(=O)cc1CN1CCN(C(C)=O)CC1 | 1 |
| CCC(C)c1ccc(OCCn2cc(C=NNC(=O)CSc3nnc(C)s3)c3ccccc32)cc1 (configuration not stated) | -2 |
| Cc1cc(NC(=O)[C@H]2CCc3nc[nH]c3C2)no1 | -15 |
| OC(CN1CCN(Cc2cccnc2)CC1)c1cccs1 (configuration not stated) | 1 |
| Cc1cc(=O)[nH]c(NN=Cc2ccco2)n1 | -7 |
| CONC(=O)CCc1ccc(-n2nc(C)cc2C)cc1 | -7 |
| COc1ccc(OC)c(S(=O)(=O)NCC(c2cccs2)N(C)C)c1 (configuration not stated) | -3 |
| O=C(Cc1ccc([N+](=O)[O-])cc1)NN=Cc1ccccc1F | 7 |
| Cc1cccn2cc(-c3cccc(NC(=O)c4c[nH]c(=O)n(Cc5ccco5)c4=O)c3)nc12 | -6 |
| O=C(CC1CCCCN1S(=O)(=O)c1ccccc1)Nc1ccc2c(c1)OCCO2 (configuration not stated) | 26 |
| CCN1CCN(S(=O)(=O)CCNC(=O)Cc2cccs2)CC1 | -21&-13 |
| CC(/C=C/c1ccccc1)=NNC(=O)c1cc([N+](=O)[O-])cc([N+](=O)[O-])c1 | -13 |
| CSc1ncccc1C(=O)N1CCc2nc3ccc(Cl)cn3c(=O)c2C1 | -16 |
| Cc1cc(C(F)(F)F)c(C#N)c(SCCCC(=O)c2ccc(F)cc2)n1 | -23 |
| O=C1C[C@H](c2nc(-c3ccc(C(F)(F)F)cc3)no2)CN1c1ccc2c(c1)OCCO2 | 1 |
| COc1ccc(Cc2nc3ccccc3[nH]2)cc1 | -7 |

Source: PubChem BioAssay (Small Molecule Screening Facility, UW Madison)

This is a subset; count on the stated rates, not on these rows.
